GAA glycogen mod: inhibitors or activators of human alpha-glucosidase glycogen cleavage; P10253; recombinant GAA, glycogen substrate, Amplex Red glucose oxidase fluorescence; Potency, µM (top dose mostly 76.4 µM), inactives show top-dose activity change, negative = inhibition, hits mostly inhibitors; 300,000 tested, 0.38% active;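 note: 0% = full enzyme reaction and -100% = no-enzyme basal signal; the screen sought inhibitors and activators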
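Recombinant human alpha-glucosidase (4 nM final) hydrolysed bovine liver glycogen (30 ug) for 40 min at 37 C in pH 5.0 citrate/phosphate with 0.01% Tween-20. Released glucose detected by glucose oxidase/Amplex Red, Ex 573/Em 610 nm. Compounds up to 77 uM; AC50 from Hill fits.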
TR SRC2 fluor cs: counter-screen for TRb-SRC2 inhibitors: fluorescence interference. 280,000 tested, 0.29% active. AID 1479. Potency, µM (doses to about 106 µM), without a hit: at the highest dose fluorescence change, negative = quenching. TRb/SRC2 Texas Red total fluorescence interference; active = well fitted curve in either direction with a large enough effect; inconclusive = small, poorly fitted or top-dose-only effect
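Flags fluorescent or light-absorbing compounds by total fluorescence, S + 2P, at 555 nm excitation and 632 nm emission. Mixture: 20 nM Texas Red SRC2 peptide, 0.6 uM human TRb LBD, 1 uM T3, 5% DMSO; compound exposure 5 h at ambient temperature.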
L3MBTL1 block: inhibitors of human L3MBTL1; 230,000 tested, 0.66% active; Potency, µM (series often up to 57.1 µM), inactives show at the top dose activity, negative = inhibition, actives largely listed as inhibitors; AlphaScreen L3MBTL1–H3K9me1 peptide binding; Q9Y468; note: nearly all actives have a fitted effect of over 60% in size
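First, the protein-peptide complex forms for 30 min at room temperature (L3MBTL1 50 nM, biotinylated H3K9me1 peptide 75 nM). Next, compounds are pin-transferred and incubated 30 min. Finally, AlphaScreen beads are added and read after 30 min.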
TRb-SRC2 inh: disrupts binding of human TR beta to SRC2. Potency, µM (highest dose often 106 µM), for the others: at the top dose activity change, negative = inhibition, most hits filed as inhibitors. P10828. TRbeta-SRC2 peptide binding, fluorescence polarization; receptor liganded with 1 µM T3. 280,000 tested, 0.065% active;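 note: plate controls were bound peptide for no effect and peptide without receptor for full effect; nearly all actives have a fitted effect of over 50% in size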
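Fluorescence polarization of 20 nM Texas Red SRC2 peptide (20-aa NR interaction domain) bound to 0.6 uM human TRb ligand-binding domain, with 1 uM T3, after 5 hr at ambient temperature; inhibition seen as decreased polarization.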
GAA spleen mod: inhibits or activates alpha-glucosidase in human spleen homogenate; P10253; human spleen homogenate, 4-MU-alpha-glucoside fluorescence; Potency, µM (titrated, usually from 79.9 µM), for the others: top-dose activity change, negative = inhibition, hits mostly inhibitors; 240,000 tested, 0.006% active;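 note: 0% = enzyme with vehicle and -100% = no enzyme basal signal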
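Enzyme source: human spleen homogenate, 1 ug/well. Buffer 50 mM citric acid/K phosphate pH 5.0, 0.01% Tween-20. 4-MU-alpha-glucoside 1 mM; 37 C x 40 min; NaOH/glycine stop; fluorescence.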
RECQ1 inh: inhibitors of human RECQ1 DNA helicase; AID 2549; Potency, µM (doses to about 57.3 µM), for inactives: top-dose activity, negative = inhibition, hits mostly inhibitors; P46063; RECQ1 DNA unwinding, red fluorescence kinetic read; 240,000 tested, 0.54% active;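 note: plate controls were vehicle for no effect and no enzyme for full effect; nearly all actives have a fitted effect of over 30% in size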
Target sequence (P46063 whole entry, looked up): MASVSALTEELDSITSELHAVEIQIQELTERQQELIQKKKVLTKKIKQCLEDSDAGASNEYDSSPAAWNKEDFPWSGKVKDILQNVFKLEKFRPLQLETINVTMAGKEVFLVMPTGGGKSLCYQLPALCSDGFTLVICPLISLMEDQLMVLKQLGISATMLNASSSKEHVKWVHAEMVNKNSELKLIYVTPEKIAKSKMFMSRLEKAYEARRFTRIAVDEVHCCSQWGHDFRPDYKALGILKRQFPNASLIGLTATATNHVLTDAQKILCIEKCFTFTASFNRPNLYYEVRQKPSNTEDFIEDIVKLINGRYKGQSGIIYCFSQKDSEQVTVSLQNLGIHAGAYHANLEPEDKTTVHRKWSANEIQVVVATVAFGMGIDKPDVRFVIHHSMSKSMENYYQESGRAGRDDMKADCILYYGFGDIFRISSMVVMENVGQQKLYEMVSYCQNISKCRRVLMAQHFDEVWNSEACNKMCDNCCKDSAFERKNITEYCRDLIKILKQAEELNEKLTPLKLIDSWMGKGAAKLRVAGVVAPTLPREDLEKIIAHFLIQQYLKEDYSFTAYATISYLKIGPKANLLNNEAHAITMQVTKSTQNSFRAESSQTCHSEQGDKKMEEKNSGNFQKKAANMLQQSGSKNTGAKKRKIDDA
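RECQ1T1 50 nM; forked duplex (20 bp + 30-nt ss tails) 200 nM, ATP 2 mM final; pH 8.0, 2 mM MgCl2, 2.5 ug/ml poly(dI-dC); 15 min compound preincubation; discontinuous kinetic read over 2 h at RT.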
GAA inhib: inhibitors of human lysosomal alpha-glucosidase; 200,000 tested, 0.005% active; Potency, µM (top dose mostly 76.9 µM), for inactives: at the top dose activity change, negative = inhibition, actives largely listed as inhibitors; purified human GAA, 4-MU-alpha-glucoside fluorescence;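 note: plate controls were uninhibited enzyme wells for no effect and no-enzyme background for full effect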
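Human enzyme at 4 nM with 400 uM 4-methylumbelliferyl-alpha-D-pyranoside, citrate/phosphate buffer pH 5.0, 0.005% Tween-20, 20 min at room temperature. Compounds up to 77 uM. 4-MU fluorescence (Ex 365/Em 440) read after NaOH/glycine stop; AC50 from Hill fit.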
GoLoco inh red: blocks human Gai1 binding to RGS12 GoLoco peptide, red readout; P63096; Gai1:RGS12 GoLoco peptide FP, rhodamine, 10 min; Potency, µM (titrated, usually from 61.6 µM), inactives show at the highest dose activity, negative = inhibition, usual class: inhibitors; 230,000 tested, 0.44% active; AID 880; active = well fitted inhibition curve with a large enough effect, not every such curve was filed as active; inactive = no such curve, though single readings can be large or run the other way; note: nearly all actives have a fitted effect of over 30% in size; many of its hits are not listed in these tables
Target sequence (P63096 whole entry, looked up): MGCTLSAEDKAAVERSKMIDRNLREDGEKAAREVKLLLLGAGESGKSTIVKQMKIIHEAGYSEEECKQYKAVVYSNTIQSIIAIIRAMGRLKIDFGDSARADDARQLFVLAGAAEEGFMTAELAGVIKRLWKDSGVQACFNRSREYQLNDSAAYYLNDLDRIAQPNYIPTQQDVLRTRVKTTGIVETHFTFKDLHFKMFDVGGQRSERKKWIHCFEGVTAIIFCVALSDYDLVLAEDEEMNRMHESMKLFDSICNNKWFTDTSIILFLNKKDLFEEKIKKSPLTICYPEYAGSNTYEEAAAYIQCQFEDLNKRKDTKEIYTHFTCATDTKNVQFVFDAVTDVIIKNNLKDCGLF
* hit, by the source's call; i = inactive; ? = inconclusive; . = no result given; [ ] = remark or other dose. Unless noted, calls come from the whole dose curve; as a rule, active = well fitted curve in the direction sought with a large enough effect; inconclusive = small, poorly fitted or top-dose-only effect, or another doubt; inactive = no such curve, though single readings can be large; an effect the other way counts as inactive or inconclusive. Unless noted, % is set by controls: 0 for no effect and ±100 for the full control effect; potency is the fitted concentration of half-maximal effect.

smiles | L3MBTL1 block | TRb-SRC2 inh | GAA inhib | RECQ1 inh | GAA glycogen mod | GAA spleen mod | TR SRC2 fluor cs | GoLoco inh red
COc1cccc(C(=O)Nc2ccc3nc(N4CCN(c5ncccn5)CC4)cc(C)c3c2)c1OC | -8% | -15% | -4% | -6% | -6% | -14% | -2% | 2%
Cc1ccc(CN2CCN(Cc3cnn(-c4ccc(F)cc4)c3)CC2CCO)o1 (centres undefined) | -8% | -7% | 4% | i | -10% | -7% | -2% | 11%
COC(=O)c1[nH]c2c(c1C)C(=O)CCC2 | 45%[activator] | -7% | -2% | -9% | 7% | -17% | -3% | 1%
CC1CCN(Cc2csc(N)n2)CC1 | . | -7% | 0% | -18% | 5% | -5% | -3% | 10%
CCOC(=O)c1c(-c2cccc([N+](=O)[O-])c2)cn2ccccc12 | 2% | 5% | -9% | i | -1% | . | -2% | -4%
C/C(=N/NC(N)=S)c1ccccc1[N+](=O)[O-] | 4% | -6% | 4% | -2% | -9% | 0% | -6% | 5%
CN(C(=O)CSc1nnc(N)s1)c1c(N)n(Cc2ccccc2)c(=O)[nH]c1=O | . | 5% | 1% | -1% | -1% | -1% | -3% | 11%
CN(C(=O)CS(=O)(=O)c1cn(CC(=O)N2CCOCC2)c2ccccc12)c1ccccc1 | . | -1% | 0% | -8% | 2% | 1% | 1% | 17%
CC(C)COC(=O)/C(C#N)=C/c1c[nH]c2ccccc12 | -2% | -6% | -3% | -6% | -7% | -1% | -9% | 4%
Cc1ccccc1Oc1ccc(Oc2ccccc2C)nn1 | 4% | -5% | 3% | -6% | 3% | 7% | 1% | -5%
COc1ccc(CN2CCC(CO)(Cc3ccccc3C(F)(F)F)CC2)c(F)c1 | -11% | -4% | -5% | i | -11% | 0% | 1% | 5%
c1ccc2[nH]c(NCCN3CCOCC3)nc2c1 | . | 1% | 4% | i | -5% | 5% | 3% | 10%
O=c1c2ccccc2c2c(O)nc(-c3ccccc3)n2n1Cc1ccccc1 | . | -8% | -1% | -7% | 5% | -9% | -1% | 1%
COC(=O)N1CC=CC1(C)C(=O)O (centres undefined) | . | 3% | . | i | . | 0% | 4% | -5%
Cc1ccccc1C(=O)N1CCN(c2ccc(NC(=S)NC(=O)c3cccs3)cc2)CC1 | -8% | -2% | 13% | 2% | -10% | 3% | -4% | 12%
CS(=O)(=O)N(CC(=O)O)c1ccc2c(c1)OCO2 | 2% | -10% | 5% | 4% | 1% | -8% | -7% | 0%
COc1ccc(C(=O)Nc2cccnc2)cc1S(=O)(=O)N1CCOCC1 | 0% | 5% | -6% | -4% | 1% | 0% | 2% | -12%
COC(=O)C1=C(C)NC(=O)CC1c1cc2c(cc1Br)OCO2 (centres undefined) | -3% | 2% | -1% | -5% | 8% | -4% | -4% | 3%
CCn1c(SCC(=O)OC)nnc1C1CCCCC1 | 2% | 1% | -2% | -10% | 9% | -6% | -4% | -2%
Nc1nc(CN2CCN(c3cccc(Cl)c3)CC2)nc(N2CCCc3ccccc32)n1 | . | 0% | 1% | -18% | -9% | -1% | 2% | 1%
N#Cc1cc(-c2ccccc2)nc(NN)n1 | -16% | 4% | . | -5% | ? | -1% | -3% | -3%
COC(=O)/C=C1\N/C(=N\c2nc(C)cc(C)n2)N(c2ccccc2)C1=O | 8% | -2% | 9% | 9% | 3% | -4% | -1% | -1%
O=C(c1cc(-c2ccccc2)on1)N1CCN(Cc2ccc3c(c2)OCO3)CC1 | -4% | 3% | -11% | -4% | -3% | -5% | -1% | -1%
Cc1ccc(CNc2ccc(N3C(=O)CCCC3=O)cc2[N+](=O)[O-])cc1 | -15% | 1% | -4% | i | -3% | -3% | -5% | 8%
CCOC(=O)C1=C(C)N(c2ccccc2)C(=O)C1 | 0% | -1% | -1% | -2% | -14% | -9% | -3% | 0%
COC(=O)c1c(NC(=O)CSc2nc3nc(C)cc(C)n3n2)sc(C)c1C | -4% | -8%[53 µM] | -5% | 8% | 3% | 7% | -2%[53 µM] | 10%
CCOC(=O)c1cc(-c2ccc(C)cc2)n(CCC(=O)NCCCOC)c1C | . | -1% | 2% | -3% | 7% | -3% | -3% | -4%
c1cncc(-c2nc(-c3ccc4c(c3)OCO4)cs2)c1 | 1% | 7% | -5% | -2% | -6% | -2% | -1% | 8%
CCOc1ccc(-n2nc3c(Cl)nnc(C)c3c2C)cc1 | -1% | 5% | -1% | 6% | 1% | -3% | 1% | 3%
Cn1cc(SCC(=O)NCCc2ccccc2)c2ccccc21 | . | 5% | 5% | -1% | 6% | 3% | -1% | -8%
CCOC(=O)C(C)N1C(=O)S/C(=C/c2ccc3c(c2)n(C)c(=O)n3C)C1=O (centres undefined) | -17% | 4% | 6% | i | -5% | 1% | -4% | 48%[activator]
COc1ccccc1CNC(=O)C1=CCN(S(=O)(=O)c2ccc(C)cc2)CC1 | . | -2% | . | -7% | -15% | -5% | 1% | 14%
O=C(NCC1(N2CCOCC2)CCCCC1)c1ccc(Cl)c(S(=O)(=O)NCc2ccco2)c1 | 0% | -3% | 2% | i | -14% | 2% | -1% | 17%
CCCn1c(N)c(NCCN2CCOCC2)c(=O)[nH]c1=O | 4% | -3% | -3% | -16% | 14% | 0% | 1% | -1%
Cc1cc(=O)[nH]c(N/N=C/c2ccc(OC(=O)c3ccco3)cc2)n1 | -10% | 2% | 1% | i | -2% | -8% | 0% | 6%
COc1ccc(-c2cc(C(=O)Nc3ccccc3F)on2)cc1 | . | 1% | -7% | -1% | 5% | 2% | 3% | 0%
CCOC(=O)C1=C(C)N(C)C(=S)NC1c1ccccc1 (centres undefined) | -11% | -10% | 5% | 1% | -4% | -5% | 1% | 1%
O=C(COC(=O)C1CC2C=CC1C2)NCCc1ccccc1 (centres undefined) | -1%[11.4 µM] | -28% | -2% | i | -2% | -1% | 0% | 10%
CCOc1ccc(/C(O)=C2/C(=O)C(=O)N(c3nc(C)c(C)s3)C2c2ccco2)cc1 (centres undefined) | -9% | -12% | 0% | -14% | -2% | -14% | -1% | 6%
CCCCCc1cc(=O)oc2c(C(CCN3CCCC3)c3cc(OC)c(OC)c(OC)c3)c(OC)cc(OC)c12 (centres undefined) | . | 0% | . | i | 6% | -9% | -8% | 7%
O=C(CN1CCc2ccccc21)NN1CC(=O)N(c2ccc(Cl)cc2)CC1=O | -6% | 0% | . | 0% | -17% | 3% | 1% | 2%
COP(=O)(CC(=O)c1ccccc1)CC(=O)c1ccccc1 | 10% | 1% | -18% | i | -14% | 3% | 1% | 0%
Cc1ccc(C)c(NC(=S)NNC(=O)c2cc3c(s2)CCC(C)C3)c1 (centres undefined) | -8% | -2% | -9% | 0% | -10% | -3% | 6% | .
O=C(O)CNC(=O)CC1S/C(=N/N=C2/NC(=O)CS2)NC1=O (centres undefined) | . | 10% | 0% | i | -4% | -2% | 0% | 37%[activator]
O=C(N/N=C/c1cc(Cl)ccc1O)C(=O)Nc1ccccc1OC(F)(F)C(F)F | 1% | 0% | -3% | 4% | -2% | -12% | -1% | 15%
CC(C)(C)c1ccc(C(=O)Nc2sc3c(c2C(=O)O)CCC3)cc1 | -10% | -1% | -5% | i | -6% | -3% | -3% | 14%
COc1cccc(OCCOc2c(OC)cccc2OC)c1 | 29% | 3% | -4% | -10% | -1% | -6% | 1% | 5%
CC(NC(=O)c1ccc2c(c1)OCO2)C(c1cccs1)N1CCN(c2ccccc2)CC1 (centres undefined) | . | 2% | . | -4% | -11% | -3% | -2% | 2%
CNS(=O)(=O)c1ccc(NC(=O)c2ccoc2C)cc1 | -7% | -2% | 11% | 23% | 12% | 7% | -6% | -2%
COc1ccccc1N/N=C(\C#N)C(=N)N1CCOCC1 | . | 2% | -8% | -10% | -11% | -7% | 0% | 7%
COc1ccc(-c2cc3nc(C)cc(C)n3n2)cc1 | . | -14% | -3% | -2% | -4% | 2% | -2% | 4%
Cc1ccc(C)c(-n2c(CNC(=O)c3ccco3)nnc2SCC(=O)Nc2nccs2)c1 | 11% | -7% | 5% | i | 7% | -10% | 1% | 4%
CN(C)/C=C(\C#N)C(=O)c1cccnc1Oc1ccc(F)cc1F | -1% | -2% | 8% | -6% | 9% | -9% | 0% | -1%
CC(C)c1nc2sc3c(c2c(=O)o1)CCCC3 | -2% | 3% | -1% | -2% | 9% | -2% | -1% | 5%
CCOC(=O)C(NC(C)=O)(Nc1ccc(S(=O)(=O)Nc2ncccn2)cc1)C(F)(F)F (centres undefined) | 11% | 5% | -1% | 8% | -7% | -16% | -3% | 9%
O=C(c1ccc([N+](=O)[O-])o1)N1CCc2ccccc2C1 | . | 2% | . | -7% | 2% | 5% | -2% | 6%
N/C(Cc1ccc([N+](=O)[O-])cc1)=N\OC(=O)c1cccc(Br)c1 | -6% | -9% | ? | i | -11% | -1% | 2% | -13%
O=C(NNC(=O)C1CC=CCC1C(=O)O)c1cccs1 (centres undefined) | . | 0% | 2% | -3% | -6% | 0% | 0% | 3%
CNc1nc(Cl)nc(Nc2ccccc2)n1 | 3% | -9% | 13% | -3% | -1% | -3% | -4% | 11%
NC(=O)c1ccccc1OCCOCCOCCOc1ccccc1C(N)=O | -3% | -6% | 2% | i | 9% | -5% | -1% | -16%

Compound profiles, from the list above:
CNS(=O)(=O)c1ccc(NC(=O)c2ccoc2C)cc1 in the list: L3MBTL1 block = -7%; TRb-SRC2 inh = -2%; GAA inhib = 11%; RECQ1 inh = 23%; GAA glycogen mod = 12%; GAA spleen mod = 7%; TR SRC2 fluor cs = -6%; GoLoco inh red = -2%
CNc1nc(Cl)nc(Nc2ccccc2)n1 in the list: L3MBTL1 block = 3%; TRb-SRC2 inh = -9%; GAA inhib = 13%; RECQ1 inh = -3%; GAA glycogen mod = -1%; GAA spleen mod = -3%; TR SRC2 fluor cs = -4%; GoLoco inh red = 11%

Compound activity deposited in PubChem by National Center for Advancing Translational Sciences (NCATS).

Some of the compounds tested; rates above refer to the full screens.
